Screening results from PubChem BioAssay.
DSG3 Ab inh = inhibitors of pemphigus antibody binding to human desmoglein-3. DSG3-coupled beads, scFv-anti-DSG3-GFP binding, flow cytometry; hits give low values. binding (percent of control), % at 10 µM. 0.48% of 310,000 active. AID 588358;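 active means binding more than 3 SD below its plate's average and above zero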;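 further: hits lower antibody fragment binding to DSG3; some compounds called inactive have numbers as strong as hits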
LANA DNA inh = KSHV C-LANA DNA binding inhibition | MBP-C-LANA/FAM-LBS DNA binding, fluorescence polarization | 0.078% of 340,000 active | AID 504423 | inhibition, % at 9 µM;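 active means highest replicate inhibition at or above 60% at 9 µM, even if other replicates fall short; inactive means all replicates below 60% inhibition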;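 further: 0% = neutral control wells and 100% = 4 µM acridine orange control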
V-ATPase pHluor = yeast V-ATPase proton transport regulation by pHLuorin | S. cerevisiae, pHLuorin cytosolic pH fluorescence | response, % at 10 µM | 0.37% of 350,000 active | AID 504577; in the data active means response mostly above about 7.3%, no sharp cut-off; inactive means mostly below about 5.4%; further: actives read high; inactives centre near 0; some compounds called inactive have numbers as strong as hits
NSD2 HMT inh = inhibitors of human histone methyltransferase NSD2; O96028; 0.54% of 310,000 active; inhibition, % at 12.5 µM; NSD2 peptide methylation, AlphaScreen, 120 min; in the data active means inhibition above about 50%
CAL PDZ FP-1 = inhibitors of human CAL PDZ peptide binding. Q9HD26. purified CAL PDZ, TMR-peptide fluorescence polarization, 1 h. inhibition, % at 24.9 µM. 0.92% of 300,000 active. AID 602252;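 active means mean inhibition of at least 30% with at least half of replicates also reaching 30%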;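 further: 0% = DMSO neutral control and 100% = excess unlabeled competitor peptide PRC23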
Keap1-Nrf2 PPI = Keap1-Nrf2 (human) interaction inhibition; Q14145; Keap1 Kelch-Nrf2 peptide fluorescence polarization, 1536-well; inhibition, % at 9.4 µM; 0.15% of 340,000 active; AID 504523; in the data active means inhibition above about 12%;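 further: human Keap1 Kelch domain with fluorescein labeled Nrf2 9mer peptide probe; 0% = neutral control wells and 100% = peptide positive control; higher means more block of Keap1 binding to Nrf2 peptide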
Arrestin-AP2 inh = inhibitors of human beta-arrestin and AP2 interaction; FITC-arrestin peptide / GST-AP2 beads, flow cytometry; AP2 beta2 appendage carries R879A mutation; inhibition, % at 10 µM; 0.31% of 340,000 active;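 active means inhibition above a set limit, near 3 SD of compounds lacking own fluorescence, cut at about 54% in these data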;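 further: plate controls were DMSO wells for no effect and 5 µM unlabelled arrestin peptide for full effect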
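test system = AP2 appendage R879A on GSH beads | buffer or medium = PBS plus Tween 20 (0.05%) and BSA (0.1%) | incubation = 12 min plus 1 h, RT | detection = bead flow cytometry, FITC channel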
Cardiac RTF inh = cardiac RTF calcium desensitization. inhibition, % at 7.15 µM. AID 493244. P19429+P45379. 0.12% of 340,000 active. IANBD-labeled cardiac RTF, Ca2+ fluorescence;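 active means inhibition above the mean inhibition of all tested compounds plus 3 SD, cut at about 17% in these data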;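 further: assay run at fixed EC70 calcium of 1.6 mM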
DAGLB inh = diacylglycerol lipase beta (human) inhibition | Q8NCG7 | HEK293T DAGLB membrane lysate, EnzChek fluorogenic substrate | 0.059% of 340,000 active | inhibition, % at 5.17 µM; in the data active means inhibition above about 34%;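 further: 0% = enzyme with vehicle and 100% = wells lacking enzyme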
Target sequence (Q8NCG7 whole entry, looked up): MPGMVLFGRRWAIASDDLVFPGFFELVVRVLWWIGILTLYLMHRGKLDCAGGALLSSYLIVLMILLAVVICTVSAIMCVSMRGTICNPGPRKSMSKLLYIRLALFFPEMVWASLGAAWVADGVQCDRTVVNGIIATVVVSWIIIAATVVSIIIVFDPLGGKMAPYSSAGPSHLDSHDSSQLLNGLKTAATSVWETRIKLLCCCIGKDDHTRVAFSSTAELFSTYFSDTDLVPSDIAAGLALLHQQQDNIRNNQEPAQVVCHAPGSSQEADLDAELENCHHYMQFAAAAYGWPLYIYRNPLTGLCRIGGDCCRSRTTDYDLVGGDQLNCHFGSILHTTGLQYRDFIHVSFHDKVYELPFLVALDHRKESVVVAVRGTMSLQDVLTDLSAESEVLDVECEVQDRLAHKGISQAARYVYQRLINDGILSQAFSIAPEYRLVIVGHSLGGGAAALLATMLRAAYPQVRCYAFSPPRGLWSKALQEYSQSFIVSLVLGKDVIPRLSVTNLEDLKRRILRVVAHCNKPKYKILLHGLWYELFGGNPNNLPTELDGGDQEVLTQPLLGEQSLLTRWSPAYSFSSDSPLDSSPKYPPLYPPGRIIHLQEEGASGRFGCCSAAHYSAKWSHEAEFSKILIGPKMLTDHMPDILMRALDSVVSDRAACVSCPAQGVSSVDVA
CAL PDZ FP-2 = inhibitors of human CAL PDZ peptide binding; AID 504414; 0.02% of 330,000 active; purified CAL PDZ, TMR-peptide fluorescence polarization, 1 h; inhibition, % at 20 µM; Q9HD26;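 active means highest replicate inhibition of at least 40%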;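 further: plate controls were DMSO neutral control wells for no effect and unlabeled competitor peptide control wells for full effect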
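Control set: unlabelled peptide and DMSO controls / Material: purified CerCALP PDZ construct / Timing: 1 h incubation at room temperature before polarization reading / Doses: 20 µM, one dose / Detection: fluorescence polarization (mP)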
Starred values were filed as active, the others as inactive; · = not tested or not shown.

SMILES | DSG3 Ab inh | LANA DNA inh | V-ATPase pHluor | NSD2 HMT inh | CAL PDZ FP-1 | Keap1-Nrf2 PPI | Arrestin-AP2 inh | Cardiac RTF inh | DAGLB inh | CAL PDZ FP-2
Cc1ccc(C(=O)C(C)Oc2ccc3ccc(=O)oc3c2)cc1 (configuration not stated) | 109 | -1.9 | -1 | -2 | 0 | -5 | 5 | 1 | -5 | -3.6
C=CCN1C(=O)C(CC(=O)O)SC1=Nc1ccc(N=Nc2ccccc2)cc1 (configuration not stated) | 89 | 0.7 | 0 | 6 | 3 | -2 | -5 | -6 | 17 | -2.2
COCCCn1c(=O)c2sccc2n(Cc2cccc(F)c2)c1=O | 97 | -1.1 | -1 | -2 | -3 | 0 | -16 | -3 | -3 | -0.5
COc1cc(/C=C/C(=O)OCC(=O)Nc2oc(C)c3c(C)n[nH]c(=O)c23)ccc1OC(F)F | 104 | -0.9 | 5 | -2 | -1 | -3 | -5 | 2 | 1 | -2.2
O=C(Cc1ccc(NC(=O)C2CCN(C(=O)C3CCCCC3)CC2)cc1)Nc1ccc(C(=O)N2CCOCC2)cc1 | 98 | 1.0 | 2 | · | 0 | -1 | -7 | -7 | -3 | -1.8
CC(C)(C)C(=O)[C@@H]1[C@@H]2C(=O)N(c3ccc4c(c3)OCCO4)C(=O)[C@@H]2C2c3ccccc3C=CN21 (some centres not stated) | 94 | -0.2 | 2 | 2 | -3 | -5 | 9 | -5 | -1 | -0.9
C=C(C)CNC(=S)/N=c1\scc(C)n1CC | · | 2.8 | 0 | · | · | -5 | 1 | 4 | -2 | -2.9
O=C(NNC(=O)c1ccccc1-n1cccc1)c1ccc(Cl)cc1 | · | -1.1 | -1 | -2 | -6 | 0 | 0 | -5 | -1 | -0.6
COc1cccc2c1OCC(CN1CCN(CCC(C)C)C(CCO)C1)=C2 (configuration not stated) | 123 | 0.7 | 3 | -1 | 0 | -7 | 9 | -9 | -2 | -0.8
Cc1sc2nc(CSc3ccccc3)nc(N3CCC(C(N)=O)CC3)c2c1C | 105 | -0.1 | -2 | -4 | -5 | -2 | -3 | -4 | -4 | 17
Cc1ccc2nc(SCC(=O)Nc3cc(C(F)(F)F)ccc3N3CCOCC3)[nH]c2c1 | 99 | 1.2 | 1 | -4 | 1 | -2 | -19 | 0 | -1 | 0.8
O=C(CSc1ccc(S(=O)(=O)N2CCOCC2)cn1)Nc1ccc(F)c(F)c1 | 105 | -1.1 | 0 | -1 | · | -3 | -11 | 5 | 2 | -1.1
O=C(CN1C(=O)c2ccccc2S1(=O)=O)Nc1ncc(Cl)cc1Cl | · | 17 | 0 | 3 | -5 | 1 | 3 | -4 | 2 | -2.0
Cn1c(=O)[nH]c(=O)c2c1nc(N1CCCCC1)n2CCSc1ncccn1 | 109 | -1.0 | 2 | · | -5 | -10 | -1 | -7 | 3 | 0.6
O=C(CN1CCN(CC(=O)Nc2ccccn2)CC1)Nc1ccccn1 | 99 | 1.4 | 1 | 4 | 4 | 2 | -1 | 1 | -1 | -0.9

Only V-ATPase pHluor (2 entries from above):
| Molecule | V-ATPase pHluor |
| --- | --- |
| Cc1ccc2nc(SCC(=O)Nc3cc(C(F)(F)F)ccc3N3CCOCC3)[nH]c2c1 | 1 |
| Cn1c(=O)[nH]c(=O)c2c1nc(N1CCCCC1)n2CCSc1ncccn1 | 2 |

Carrying on.
SMILES | DSG3 Ab inh | LANA DNA inh | V-ATPase pHluor | NSD2 HMT inh | CAL PDZ FP-1 | Keap1-Nrf2 PPI | Arrestin-AP2 inh | Cardiac RTF inh | DAGLB inh | CAL PDZ FP-2
Cc1[nH]n(-c2ccc([N+](=O)[O-])cc2)c(=O)c1/C=N/N1CCOCC1 | 93 | -1.1 | -2 | -1 | -3 | -3 | 11 | 6 | -2 | ·
CCc1ccc(Oc2cc(Cl)nc(N)n2)cc1 | 102 | 3.6 | -3 | 1 | 0 | -4 | 1 | 4 | -6 | -0.4
O=C(CN(CCc1ccccc1)S(=O)(=O)c1ccc(Br)cc1)N/N=C/c1ccccc1C(=O)O | 102 | -1.7 | 1 | -2 | 4 | -4 | -4 | 5 | 11 | 0.1
CCCCCCCCOC(=O)C(NC(=O)CCC(=O)Nc1ccc(S(N)(=O)=O)cc1)C(O)c1ccccc1 (configuration not stated) | 109 | -0.8 | -3 | 1 | 1 | -2 | 8 | 3 | -2 | 0.6
CCCn1c(SCC(=O)Nc2cc(C)on2)nc2c1c(=O)n(C)c(=O)n2C | 98 | 2.7 | -3 | 2 | · | -1 | -8 | -1 | 0 | -2.8
COc1ccc(C(C(=O)NC2CCCCC2)N(C(=O)c2ccco2)c2ccccc2OC)cc1 (configuration not stated) | 111 | 1.6 | 1 | · | -4 | 4 | 17 | -3 | -3 | -2.3
CCOCCCN(C(=O)c1ccco1)C(C(=O)NC1CCCC1)c1cccc(OC)c1OC (configuration not stated) | 98 | 0.9 | · | 0 | -1 | -3 | 22 | 2 | 0 | -0.9
CN(C(=O)c1ccc(OC2CCN(CCc3ccccc3)CC2)cc1)C1CCOC1 (configuration not stated) | 117 | 0.5 | 1 | 0 | -4 | -4 | 3 | -10 | 0 | -1.4
COc1ccccc1C(=O)C1CCCN(Cc2ccc(Oc3ncccn3)cc2)C1 (configuration not stated) | 116 | 1.3 | -1 | 11 | 3 | -2 | 14 | -7 | -4 | 0.6
COc1ccc(OC)c(C(=O)CCCC(=O)c2cc(OC)ccc2OC)c1 | · | -2.1 | 1 | 0 | -4 | 0 | 1 | -4 | -8 | -2.4
O=C(O)CCc1ccc(-c2ccc(Cl)cc2)n1Cc1ccco1 | 101 | -0.8 | 4 | 6 | -5 | -1 | 14 | -2 | 2 | -1.1
COc1cc(C)ccc1OCc1cc(C(=O)N(C)CCCN2CCOCC2)no1 | 105 | -0.6 | 4 | -3 | -7 | -1 | 8 | -2 | 0 | -0.7
COCC(=O)N1CCCc2ccccc21 | 129 | 0.8 | -7 | -2 | -2 | -6 | 2 | -6 | -1 | -1.2
COc1ccc(-c2[nH]ncc2N=Nc2cc(C)cc(C)c2)cc1 | 86 | 1.4 | 0 | 4 | -2 | 3 | 28 | 2 | 6 | -5.1
Cc1ccc(CCNC(=O)C2CCC(=O)N(Cc3cccc(F)c3)C2)cc1 (configuration not stated) | 102 | -0.5 | 2 | -1 | 59* | -5 | -5 | -1 | 0 | -0.3
CCOC(=O)c1[nH]c(C)c(C(=O)NC2CCCC2)c1C | 111 | -4.5 | 0 | · | 0 | 0 | 4 | -6 | -2 | -1.3
Cc1ccc(NC(=O)c2cccc(S(=O)(=O)N3CCN(c4ccc(F)cc4)CC3)c2)nc1 | 101 | -0.2 | 0 | -2 | -3 | 0 | 23 | 5 | -1 | -2.6
COc1ccccc1CN1CC(C(=O)NCCc2ccc(Cl)cc2)CC1=O (configuration not stated) | 103 | -0.6 | -1 | 1 | 1 | -3 | 3 | -2 | 1 | -1.0
Cc1cc(=O)oc2cc(Oc3ncccn3)ccc12 | 100 | 1.4 | -2 | · | -1 | 0 | -1 | 6 | 4 | -3.9
COc1ccc(CCn2c(C)c(C(C)=O)c3cc(OC(=O)c4ccco4)ccc32)cc1OC | 111 | -4.6 | 0 | -4 | -7 | 5 | 7 | -8 | -1 | -4.6
COc1cccc(Nc2nc3ccccc3n3nnnc23)c1 | 104 | -0.8 | 0 | -5 | -1 | 2 | -5 | -24 | -5 | -2.2
Cc1ccc(C(=O)CSc2nnc(-c3ccco3)o2)o1 | 102 | 0.9 | 2 | -3 | 0 | -3 | 2 | 0 | 1 | 0.4
O=C(CSc1nc2[nH]ncc2c(=O)[nH]1)NCc1ccccc1 | 132 | 0.3 | 6 | 1 | 2 | -6 | 8 | 0 | 0 | -3.0
C=CCC1(CC=C)CCCN1C(=O)C1CCC(=O)N(CCc2ccc(OC)cc2)C1 (configuration not stated) | · | -1.0 | 5 | -4 | -1 | -6 | 4 | -7 | -1 | -0.2
CC[C@@H](C)[C@@H]1CN([C@@H](CN2CCC[C@H]2CN2C(N)=NC[C@H]2CC(C)C)C(C)C)C(=N)N1CCc1ccc(Cl)c(Cl)c1 | 117 | 0.0 | 1 | · | 0 | -2 | 33 | 1 | -1 | -5.5
COc1ccc(S(=O)(=O)N(C)CC(=O)Nc2ccccc2OC)cc1 | 97 | -0.1 | 4 | -2 | · | -2 | 7 | -8 | 0 | -2.3
O=C(Nc1cccc(Cl)c1)C1CCN(C(=O)c2cccs2)CC1 | 99 | 1.1 | -2 | -6 | -2 | 2 | 29 | -6 | -2 | -2.9
C=CCNC(=S)Nc1ccc2cn[nH]c2c1 | 101 | -1.3 | 4 | 1 | 0 | 0 | 0 | 4 | -2 | -1.0
COC(=O)c1sccc1NC(=O)CSc1nnnn1-c1ccccc1C | 102 | -0.2 | 3 | -1 | 0 | 1 | 24 | -9 | -2 | -1.0
CCCCCCC(=O)N/N=C/c1ccco1 | 104 | -0.9 | 2 | 2 | -5 | -7 | -6 | -7 | 1 | -1.4
O=C(O)c1ccc(S(=O)(=O)N2CCC(Cc3ccccc3)CC2)cc1 | 95 | 0.5 | 6 | -3 | 2 | -6 | 0 | 2 | 5 | -1.2
O=S1(=O)OCCC(c2ccccc2)N1Cc1ccccc1 (configuration not stated) | 107 | 0.4 | -1 | · | 1 | -2 | -7 | -2 | -2 | -1.0
O=C(COc1nncc2ccccc12)Nc1c(F)c(F)c(F)c(F)c1F | 103 | -2.2 | 5 | -1 | -1 | 1 | -11 | -3 | 1 | -0.3
Clc1cccc(N=NN2CCOCC2)c1Cl | · | -0.2 | -3 | -2 | -1 | -3 | 0 | 0 | -16 | -1.5
Cc1ccc(Nc2ccc(C(N)=O)cc2[N+](=O)[O-])cc1 | 103 | -1.7 | -1 | 4 | 4 | 2 | 55* | 2 | 10 | 1.0
CC(C)(C)NC(=O)CSc1nnnn1C(C)(C)C | · | -1.6 | 4 | 7 | -2 | -2 | -1 | -12 | 1 | -1.1
O=[N+]([O-])c1cc(S(=O)(=O)NC2=NCCCCC2)ccc1NCC1CCCCC1 | 102 | 0.1 | -6 | 7 | · | 2 | 4 | -8 | 6 | -0.8
Cc1cc(C(=O)NCc2csc(-c3ccccc3)n2)no1 | · | 1.3 | 4 | 11 | -3 | -4 | -14 | 0 | -1 | -1.3
Cc1nc2ccccc2c(=O)n1NC(=O)c1cccc(Cl)c1 | 99 | -1.2 | 2 | -4 | -3 | 1 | -8 | -5 | 1 | -0.3
COC(=O)c1ccc2cc(OC)c(OC)cc2c1 | 102 | · | 3 | -2 | · | · | · | · | -8 | ·
C=CCN1C(=O)/C(=C2/Sc3ccccc3N2C)SC1=Nc1c(C)n[nH]c1C | 70 | 0.4 | 2 | · | -4 | -3 | 6 | 5 | 2 | 1.1

Some of the compounds tested; rates above refer to the full screens.
